Screening results deposited in PubChem BioAssay by National Center for Advancing Translational Sciences (NCATS).
POLK inh: inhibitors of human DNA polymerase kappa | Q9UBT6 | purified Pol kappa, fluorescent DNA synthesis assay, 10 min | Potency, µM (top dose mostly 107 µM), for the others: top-dose activity, negative = inhibition, most hits filed as inhibitors | 400,000 compounds, 0.53% hits | AID 588579; further: potency means the concentration at half of the fitted maximal effect; on the % scale 0 is the no-effect control and ±100 the full control effect
Target sequence (Q9UBT6 whole entry, looked up): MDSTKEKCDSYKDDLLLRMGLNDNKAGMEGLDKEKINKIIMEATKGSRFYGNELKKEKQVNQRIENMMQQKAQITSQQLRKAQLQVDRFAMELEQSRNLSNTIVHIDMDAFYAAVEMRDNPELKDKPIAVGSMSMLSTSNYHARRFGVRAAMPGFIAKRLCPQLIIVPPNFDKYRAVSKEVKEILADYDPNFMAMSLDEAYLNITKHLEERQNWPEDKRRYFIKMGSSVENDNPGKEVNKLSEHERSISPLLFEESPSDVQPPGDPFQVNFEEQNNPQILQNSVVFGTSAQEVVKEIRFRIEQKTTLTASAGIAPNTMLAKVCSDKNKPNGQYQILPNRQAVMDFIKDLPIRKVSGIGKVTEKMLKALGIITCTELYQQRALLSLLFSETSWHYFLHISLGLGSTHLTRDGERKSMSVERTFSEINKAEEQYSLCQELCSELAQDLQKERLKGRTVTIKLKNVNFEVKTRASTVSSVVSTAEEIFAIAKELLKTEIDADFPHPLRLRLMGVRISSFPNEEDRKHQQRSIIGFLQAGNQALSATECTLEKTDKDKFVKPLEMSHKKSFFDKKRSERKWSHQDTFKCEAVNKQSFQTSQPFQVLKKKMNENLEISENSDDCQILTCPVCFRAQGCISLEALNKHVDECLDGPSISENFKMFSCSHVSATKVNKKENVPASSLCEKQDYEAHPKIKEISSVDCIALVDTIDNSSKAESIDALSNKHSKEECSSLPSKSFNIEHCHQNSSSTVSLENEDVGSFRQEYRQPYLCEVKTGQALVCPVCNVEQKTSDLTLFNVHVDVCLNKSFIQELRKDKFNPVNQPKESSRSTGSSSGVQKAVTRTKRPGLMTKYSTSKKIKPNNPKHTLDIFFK
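First, compounds were pin-transferred onto 10 nM Pol kappa. After 15 min at room temperature, substrate was added to 50 nM final. Fluorescence was then measured kinetically at 0 and 10 min.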
ERG Ets-DNA blk: inhibitors of human ERG Ets domain-DNA interaction; Potency, µM (top dose mostly 76.9 µM), without a hit: top-dose FP activity, negative = inhibition, most hits filed as inhibitors; 370,000 compounds, 0.028% hits; fluorescence polarization, His-ERG Ets domain / labelled DNA; P11308; AID 624246; active means well fitted inhibition curve with a large enough effect in the polarisation, with a control signal flat; inconclusive means small, poorly fitted or top-dose-only effect, or effect the other way, or a change in a side signal; inactive means no such curve, though single readings can be large or run the other way; the % refers to the polarisation;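 further: polarization taken with two DNA probes labelled with fluorescein and Texas red; potency means the concentration at half of the fitted maximal effect; % of control where 0% means no effect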
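His-tagged ERG Ets domain (1 uM in the protein solution; 300mM KCl, 50mM Tris-HCl, 1mM EDTA, 1mM DTT, pH 7.5) received compound, then a probe mix of 5 nM fluorescein-DNA and 100nM Texas-615-DNA. Fluorescence polarization was read for both dyes.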
POLI inh: blocks human DNA polymerase iota activity. Pol iota fluorescent replication assay, 10 min. 390,000 compounds, 1% hits. Potency, µM (titrated, usually from 115 µM), for the others: at the top dose activity, negative = inhibition, usual class: inhibitors; further: potency means the concentration at half of the fitted maximal effect
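Pol iota at 10 nM preincubated 15 min with compounds at room temperature; reaction started with fluorescent substrate, 50 nM final. Fluorescence read kinetically at 0 and 10 min; buffer-only wells as negative control.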
POLB inh: DNA polymerase beta (human) inhibition. P06746. Pol beta primer extension/strand displacement, fluorescence kinetic. Potency, µM (highest dose often 114 µM), for inactives: at the highest dose activity change, negative = inhibition, hits mostly inhibitors. 340,000 compounds, 1.3% hits; further: potency means the concentration at half of the fitted maximal effect; on the % scale 0 is the no-effect control and ±100 the full control effect
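Values derive from four-parameter Hill fits of normalized kinetic data: reads at 0 and 10 min following addition of 50 nM substrate to 10 nM Pol beta preincubated 15 min with compound.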
APE1 inh: APE1 (human) endonuclease inhibition; AID 2517; P27695; Potency, µM (doses to about 65.8 µM), inactives show top-dose activity change, negative = inhibition, actives largely listed as inhibitors; recombinant APE1, TAMRA/BHQ-2 abasic DNA cleavage fluorescence; 350,000 compounds, 0.35% hits;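 further: potency means the concentration at half of the fitted maximal effect; plate controls were vehicle for no effect and reference inhibitor for full effect; nearly all actives have a fitted effect of over 55% in size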
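Measures dequenching upon AP-site incision of a 5'-TAMRA/3'-BHQ-2 THF-containing duplex, 50 nM; human APE1 0.75 nM after 15 min room-temperature exposure to compound; kinetic three-point read at one-minute spacing.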
TRHR ag: activates the human TRH receptor; 360,000 compounds, 0.18% hits; TRHR cells, calcium flux fluo-8, FDSS agonist mode; activation, % at 2 µM; P34981; in the data active means activation above about 30%; further: 0% is about no effect
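Steps: seed TRHR cells overnight; add fluo-8 no-wash Ca dye, RT 30 min–1.5 h; record 10 s baseline; pin-transfer compounds; monitor fluorescence 1 cycle/s for the agonist window. Calcium increases flag candidate agonists.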
Apoferritin bind: candidate novel general anesthetic via apoferritin binding | 350,000 compounds, 0.074% hits | P02791 | Potency, µM (top dose mostly 77.5 µM), for the others: at the top dose activity change, negative = displacement, hits mostly inhibitors | apoferritin/1-aminoanthracene competitive binding, fluorescence; further: potency means the concentration at half of the fitted maximal effect; on the % scale 0 is the no-effect control and ±100 the full control effect; nearly all actives have a fitted effect of over 20% in size
Target sequence (P02791 2-175 limits assumed): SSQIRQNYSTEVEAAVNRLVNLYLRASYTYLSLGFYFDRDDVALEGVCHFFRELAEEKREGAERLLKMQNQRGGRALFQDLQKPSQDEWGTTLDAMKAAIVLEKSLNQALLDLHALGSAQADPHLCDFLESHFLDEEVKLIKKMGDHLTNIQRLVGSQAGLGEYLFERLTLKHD
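Probe: 1-aminoanthracene (50% saturated, PBS). Protein: horse-spleen apoferritin, 10 uM. Incubation: 10 min, room temperature. Detection: 380 nm excitation, 535 nm emission. Analysis: normalized response, four-parameter Hill.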
BLM inh: blocks DNA unwinding by human BLM helicase; P54132; recombinant BLM DNA unwinding, fluorescence dequenching; Potency, µM (series often up to 56.1 µM), without a hit: at the top dose activity change, negative = inhibition, hits mostly inhibitors; 350,000 compounds, 0.2% hits; AID 2528;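 further: potency means the concentration at half of the fitted maximal effect; plate controls were vehicle for no effect and no enzyme for full effect; nearly all actives have a fitted effect of over 35% in size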
12-LOX inh: blocks human arachidonate 12S-lipoxygenase; P18054; purified 12hLO, xylenol orange hydroperoxide absorbance; Potency, µM (highest dose often 108 µM), without a hit: at the top dose activity change, negative = inhibition, actives largely listed as inhibitors; 580,000 compounds, 1.1% hits; further: potency means the concentration at half of the fitted maximal effect; on the % scale 0 is the no-effect control and ±100 the full control effect
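Hydroperoxide product was detected by ferrous iron/xylenol orange as the 573 to 405 nm absorbance ratio. Arachidonic acid at 40 uM (final) was turned over for 30 min at room temperature by 150 nM human 12hLO, pH 7.0 Hepes buffer, after 15 min compound preincubation.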
* marks the source's active call; other numbers are inactive results; ? = inconclusive; nt = not tested or not shown; & = joins results of further samples; [ ] = another dose, or the depositor's remark. Unless noted, the call rests on the fitted dose curve; in most records, active means well fitted curve in the direction sought with a large enough effect; inconclusive means small, poorly fitted or top-dose-only effect, or another doubt; inactive means no such curve, though single readings can be large; an effect the other way counts as inactive or inconclusive. Only part of the results is shown; the hit share may differ from the screen's.

SMILES | POLK inh | ERG Ets-DNA blk | POLI inh | POLB inh | APE1 inh | TRHR ag | Apoferritin bind | BLM inh | 12-LOX inh
O=[N+]([O-])c1ccc(Oc2ccc(F)cc2Br)c2ccncc12 | -4% | -2% | 18% | 17% | -7% | 0.3 | -15% | -10% | 8%
Cc1ncoc1C(=O)N1CCCC(CCC(=O)NCc2ccccc2F)C1 (configuration not stated) | -23% | 8% | 34%[activator] | 1% | 0% | 0.1 | -4% | -1% | 15%
CC(C)OC(=O)CSc1nc2cccnc2n1-c1ccc(F)cc1 | -5% | 1% | 23% | -3% | -3% | -1.1 | -11% | 0% | 0%
COc1ccc(N(CC(=O)NCCSCc2cccc(Cl)c2)S(C)(=O)=O)cc1Cl | -20% | 2% | 144%[activator] | 4% | 6% | -0.7 | -3% | -11% | 3%
CC(C)NC(=O)N1CCC(c2nc3ccccc3s2)CC1 | -2% | -4% | -1% | -27% | 25% | 0.3 | 1% | -1% | 361%[activator]
COc1cc(NC(=O)COC(=O)/C=C/c2c(C)nn(-c3ccc(F)cc3)c2Cl)cc(OC)c1 | -3% | 12% | 44%[activator] | 0% | 13% | 0.2 | 7% | -1% | -5%
O=C(NCC1CCCCC1)c1cc(S(=O)(=O)N2CCCCC2)ccc1Cl | -23% | -2% | -3% | nt | 16% | -0.5 | nt | nt | 132%[activator]
Cc1c(CC(=O)NCCCC(=O)O)c(=O)oc2cc3occ(-c4ccccc4)c3cc12 | -9% | -9% | -19% | 24% | -1% | 0.3 | -12% | 2% | -17%
CC1CCN(C(=O)CN2c3cccc4cccc(c34)S2(=O)=O)CC1 | -2% | -5% | 31% | nt | 28% | -0.3 | nt | nt | 140%[activator]
C=CCn1cccc(C(=O)Nc2ccc(OC)c(OC)c2)c1=O | -17% | -6% | 58%[activator] | -1% | -3% | 0.2 | -7% | -3% | -9%
O=C(NCCC1CCCCN1S(=O)(=O)c1cccs1)C(=O)Nc1ccccc1F (configuration not stated) | -15% | 1% | 40%[activator] | nt | -11% | 0.5 | nt | nt | -6%
Cc1cccc(N2CCN(C(=O)C3CCCN(C(=O)c4cc5sccc5n4C)C3)CC2)c1C (configuration not stated) | -1% | 6% | 5% | 0% | nt | 0.9 | 46%[activator] | -11% | -13%
N#CCC(=O)N/N=C1\CCCCC1C1CCCCC1 (configuration not stated) | 6% | 9% | 29% | 51% | 19% | 0.7 | 4% | 0% | 11%
COC(=O)c1ccccc1NC(=O)CSc1ccccn1 | -11% | -13% | 35%[activator] | -7% | -2% | -0.1 | ? | 1% | 0%[57.4 µM]
COc1ccc(C(CC(=O)NCc2ccco2)c2ccc(F)cc2)cc1 (configuration not stated) | -10% | 2% | -2% | 34% | -5% | -0.5 | -14% | -4% | -13%
CCc1ccc(-c2cc(C)no2)cc1S(=O)(=O)N1CCOc2ccc(C)cc21 | -12% | -7% | ? | 24% | -21% | 1.1 | 14% | -12% | -1%
COc1ccc(NC(=O)CSc2nnc3ccc(-c4ccccn4)nn23)cc1 | -11% | 5% | -4% | nt | -11% | -0.5 | nt | nt | 6%
O=C1CC(=O)N(Cc2ccco2)C(=O)N1 | 8.9µM* | ? | 3.2µM* | 8.9µM* | 10µM* | 0.8 | 1% | 63%[activator] | ?
Cc1ccccc1NC(=O)c1c(NC(=O)c2cccs2)sc2c1CCC(C)C2 (configuration not stated) | -12% | -1% | 28% | 4% | nt | -1.2 | 4% | 3% | -15%
CCOC(=O)C1C(c2ccc(O)c(OC)c2)NC(=S)NC1(O)C(F)(F)F (configuration not stated) | 6% | -7% | 3% | 35% | 4% | -0.4 | -3% | 1% | -13%
CC(C)c1ccc(-c2nnn(CCC#N)n2)cc1 | -7% | 1% | 56%[activator] | 30% | 13% | 0.4 | -12% | -8% | -2%
C/C(=N\NS(=O)(=O)c1c(C)cc(C)cc1C)c1ccncc1 | 7% | -13% | 33%[activator] | 84% | -5% | 0.1 | -4% | 2% | ?
O=C(CSc1ccccc1)N[C@@H](Cc1ccccc1)C(=O)O | -11% | -8% | ? | 6% | 2% | -0.2 | -1% | -4% | -9%
Cc1ccc2oc(-c3ccc(Cl)cc3)c(O)c(=O)c2c1 | -6% | 4% | -6% | 0% | nt | 9.6 | -13% | -4% | -15%
CCN(C(=O)CSc1nc(N)cc(N)n1)C1CCS(=O)(=O)C1 (configuration not stated) | -7% | -8% | 21% | 6% | 13% | 0.3 | -5% | -1% | 14%
The list continues.
SMILES | POLK inh | ERG Ets-DNA blk | POLI inh | POLB inh | APE1 inh | TRHR ag | Apoferritin bind | BLM inh | 12-LOX inh
COc1ccc(Cl)cc1S(=O)(=O)N1CCN(c2ccc(F)cc2)CC1 | -14% | 5% | -4% | 4% | -1% | 0.9 | -3% | -9% | 0%
O=C1OC(C(=O)Nc2nccs2)Cc2ccccc21 (configuration not stated) | 4% | 8% | 6% | 24% | -1% | 0.8 | -9% | -2% | 176%[activator]
O=C(c1cccnc1)N1CCN(S(=O)(=O)c2ccc(S(=O)(=O)N3CCCC3)cc2)CC1 | -5% | nt | ? | 1% | -1% | 0.4 | -3% | 0% | 1%
CN(C)c1ncc2nc(-c3cccs3)c(=O)n(CCc3ccccc3)c2n1 | 3%[60.1 µM] | nt | nt | nt | 2% | nt | nt | 1% | ?
Cc1ccccc1NC(=O)C(=O)c1cn(C)c2ccccc12 | 4% | -3% | 4% | 9% | -3% | 0.3 | -9% | -3% | 0%
Cc1cc(C(=O)NC(C)c2ccccc2)c2cc(F)ccc2n1 (configuration not stated) | 0% | -10% | 13% | 3% | -1% | -0.2 | -9% | -5% | 4%
COc1ccc(N2CCN(C(=O)c3ccc(OCC4CCCO4)cc3)CC2)cc1 (configuration not stated) | -7% | -7% | -7% | 19% | 17% | 0.1 | -20% | -2% | 19%
Cc1ccc(NC(=O)CCC(=O)NNC(=O)c2cccs2)cc1C | -5% | 10% | 22% | -9% | 1% | 0.1 | ? | -2% | 5%
CCC1CCCCN1S(=O)(=O)c1ccc2c(c1)CCCN2C(C)=O (configuration not stated) | 0%[60.1 µM] | 4% | -2% | 31%[activator] | nt | 0.5 | -7% | -2% | 0%
COC(=O)[C@@]1(Cc2ccc(F)cc2)[C@H]2c3cc(C(=O)N4CCCC4)n(CC4CC4)c3C[C@H]2CN1C(=O)c1ccccc1 | nt | nt | nt | nt | ? | nt | 5% | -4% | -11%
O=C(Nc1ccc(O)cc1)c1ccc(NC(=O)C2CCCO2)cc1 (configuration not stated) | 6% | 8% | 23% | 4% | 56%[activator] | 0.5 | -11% | 2% | -8%
O=C(NCc1cccs1)C1CC(=O)N(c2ccc(F)cc2)C1 (configuration not stated) | 2% | 1% | 10% | 32% | 0% | 0.2 | -2% | 1% | -22%
CCCc1nc2sc3c(c2c(=O)[nH]1)CCCC3 | -15% | 4% | 113%[activator] | 4% | 1% | -1.2 | -5% | 3% | -3%
CC(C)NC(=S)N/N=C/c1ccccc1[N+](=O)[O-] | -13% | -3% | -7% | 14% | -7% | -0.9 | -8% | -2% | 0%
CCNc1ncc2nc(-c3ccc(F)cc3)c(=O)n(C)c2n1 | -12%[60.1 µM] | nt | nt | nt | -5% | nt | nt | -11% | 0%
CCN(CC)c1ccc(CNc2nc3ccccc3n2C(C)C)cc1 | -14% | 1% | -8% | 1% | 17% | -0.4 | -5% | -1% | -2%
C=C(C)Cn1c(SCC)nc2ccccc2c1=O | -4%&5% | 4% | -18%&6% | -1% | -2% | 0.5 | -6% | -6% | 1%
Cn1cccc1C(=O)N1CCC2(CC1)CN(C(c1ccccc1)c1ccccc1)C2 | -10%[60.1 µM] | nt | nt | nt | 15% | nt | nt | -4% | -4%[57.4 µM]

In the list so far, 7 contain a thiophene ring, fused or not:
SMILES | POLK inh | ERG Ets-DNA blk | POLI inh | POLB inh | APE1 inh | TRHR ag | Apoferritin bind | BLM inh | 12-LOX inh
O=C(NCCC1CCCCN1S(=O)(=O)c1cccs1)C(=O)Nc1ccccc1F (configuration not stated) | -15% | 1% | 40%[activator] | nt | -11% | 0.5 | nt | nt | -6%
Cc1cccc(N2CCN(C(=O)C3CCCN(C(=O)c4cc5sccc5n4C)C3)CC2)c1C (configuration not stated) | -1% | 6% | 5% | 0% | nt | 0.9 | 46%[activator] | -11% | -13%
Cc1ccccc1NC(=O)c1c(NC(=O)c2cccs2)sc2c1CCC(C)C2 (configuration not stated) | -12% | -1% | 28% | 4% | nt | -1.2 | 4% | 3% | -15%
CN(C)c1ncc2nc(-c3cccs3)c(=O)n(CCc3ccccc3)c2n1 | 3%[60.1 µM] | nt | nt | nt | 2% | nt | nt | 1% | ?
Cc1ccc(NC(=O)CCC(=O)NNC(=O)c2cccs2)cc1C | -5% | 10% | 22% | -9% | 1% | 0.1 | ? | -2% | 5%
O=C(NCc1cccs1)C1CC(=O)N(c2ccc(F)cc2)C1 (configuration not stated) | 2% | 1% | 10% | 32% | 0% | 0.2 | -2% | 1% | -22%
CCCc1nc2sc3c(c2c(=O)[nH]1)CCCC3 | -15% | 4% | 113%[activator] | 4% | 1% | -1.2 | -5% | 3% | -3%
